PglD DTNB: blocks C. jejuni PglD acetyltransferase activity | purified PglD enzyme, DTNB colorimetric CoA detection | inhibition, % at 12.5 µM | 0.098% of 360,000 active | AID 602405; in the data active = inhibition above about 16%, passing the limit was not always enough; inconclusive = no clear call, values can overlap the other calls; also: strong numbers were not always called active
DENV2 CPE: DENV2-induced cell death inhibition; CPE inhibition, % at 9.99 µM; DENV2-infected cells, cytopathic effect rescue, plate reader; AID 651640; 1.7% of 350,000 active; in the data active = CPE inhibition above about 20%, passing the limit was not always enough; inconclusive = no clear call, values can overlap the other calls; tested in BHK-21 cells;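 also: 0% = median of neutral control wells and 100% = median of positive control wells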
SIRT5 block: blocks human SIRT5 desuccinylation of peptide; Purified SirT5, succinyl-peptide AMC, trypsin-coupled fluorescence; 1.1% of 330,000 active; inhibition, % at 15 µM; Q9NXA8; in the data active = inhibition above about 15%; inconclusive = no clear call, values can overlap the other calls
Target sequence (Q9NXA8 whole entry, looked up): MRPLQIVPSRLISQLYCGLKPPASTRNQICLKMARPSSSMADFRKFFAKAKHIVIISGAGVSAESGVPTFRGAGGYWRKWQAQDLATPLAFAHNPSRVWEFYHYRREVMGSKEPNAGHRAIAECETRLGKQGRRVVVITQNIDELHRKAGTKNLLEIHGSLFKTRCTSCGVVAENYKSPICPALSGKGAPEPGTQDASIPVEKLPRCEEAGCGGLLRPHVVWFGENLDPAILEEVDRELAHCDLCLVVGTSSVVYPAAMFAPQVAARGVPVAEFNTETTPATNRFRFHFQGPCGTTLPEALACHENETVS
C2C12 statin: protects C2C12 myotubes from simvastatin toxicity | AID 602340 | 0.78% of 330,000 active | rescue of ATP level, % at 7.49 µM | ATP luminescence, 48 h; scaled: DMSO 0, geranylgeraniol control 100;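 active = mean ATP rescue above about 67%, or every replicate alone reaching that limit, limit read from the data, passing the limit was not always enough; inconclusive = no clear call, values can overlap the other calls; inactive = mean under the limit and some replicate under it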;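 also: myotubes were challenged with 10 µM simvastatin during compound exposure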
S100A4 MyoIIA: blocks human S100A4 binding to myosin IIA peptide; P26447; S100A4/TAMRA-MyoIIA peptide fluorescence polarization; inhibition, % at 10.7 µM; 0.14% of 360,000 active;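 active = mean inhibition of at least 70% across replicates, with every replicate also reaching that level; inconclusive = mean inhibition reaches 70% but some replicates fall short; inactive = mean inhibition below 70%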
Target sequence (P26447 whole entry, looked up): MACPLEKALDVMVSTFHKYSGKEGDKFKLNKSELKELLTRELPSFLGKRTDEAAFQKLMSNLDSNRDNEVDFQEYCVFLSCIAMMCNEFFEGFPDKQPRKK
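Material: S100A4 monomer protein / Buffer or medium: 50 mM HEPES pH 7.2, 10 mM CaCl2, 100 mM KCl / Times: 5 min incubation before reading / Benchmarks: neutral control DMSO, positive control TFP / Reagent: labelled myosin peptide probe, 5 nM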
ERp5 inh: blocks human ERp5 reductase activity on insulin. Q15084. ERp5 insulin aggregation, absorbance 650 nm, 90 min. inhibition, % at 9.99 µM. 0.05% of 350,000 active;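 active = mean replicate inhibition above about 25%, with every replicate also reaching it, limit read from the data, passing the limit was not always enough; inconclusive = only one of those two criteria met; inactive = neither criterion met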
Target sequence (Q15084 whole entry, looked up): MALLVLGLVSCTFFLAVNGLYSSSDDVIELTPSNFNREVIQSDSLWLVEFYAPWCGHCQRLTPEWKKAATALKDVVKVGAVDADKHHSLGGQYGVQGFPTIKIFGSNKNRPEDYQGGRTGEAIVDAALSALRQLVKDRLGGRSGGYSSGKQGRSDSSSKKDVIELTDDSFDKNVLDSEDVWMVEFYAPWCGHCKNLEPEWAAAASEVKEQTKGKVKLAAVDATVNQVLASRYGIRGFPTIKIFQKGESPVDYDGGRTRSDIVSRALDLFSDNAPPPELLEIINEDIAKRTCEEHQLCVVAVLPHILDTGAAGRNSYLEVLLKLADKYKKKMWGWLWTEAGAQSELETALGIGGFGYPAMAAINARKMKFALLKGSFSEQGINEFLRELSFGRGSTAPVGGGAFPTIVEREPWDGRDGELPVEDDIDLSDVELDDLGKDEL
E-sel inducer: induces E-selectin expression in human endothelial cells | P16581 | HUVEC E-selectin immunofluorescence imaging; normalized: neutral wells 0, TNF-alpha wells 100 | activation, % at 7.58 µM | 0.37% of 260,000 active | AID 686992;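 active = mean E-selectin-positive cell signal at least 10% of the positive control, reached in at least 60% of replicates, without over 20% cell loss; inconclusive = no rule given, readout overlaps actives, possibly toxicity-flagged; inactive = the rest, including those meeting only one limit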;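 also: in these data hits start at about 27%; measured in HUVEC primary endothelial cells; signal is the percent of cells scored E-selectin positive by PE staining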
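System: HUVEC, human umbilical vein endothelial cells; quantity: 3,000 cells/well; buffer or medium: EGM-2 medium, gelatin-coated wells; dosing: single-point compound dose; detection: immunofluorescence imaging; evaluation: % PE-positive cells; benchmarks: TNF-alpha, DMSO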
* hit, by the source's call; ? = inconclusive; . = no result given; & = joins results of further samples. Some of the compounds tested. The share of hits here may be higher or lower than overall.

SMILES	PglD DTNB	DENV2 CPE	SIRT5 block	C2C12 statin	S100A4 MyoIIA	ERp5 inh	E-sel inducer
Cn1cc(C(=O)OCC(=O)N2CCCC2)c2ccccc21	1	0	-2	0	2	7	.
COC(=O)[C@@H]1[C@@H](CO)[C@@H]2Cn3c(ccc(-c4cccc(F)c4)c3=O)[C@H]1N2Cc1ccccc1	1	-5	2	35	2	3	0.0
CCCCOC(=O)c1ccc(NC(=O)c2c(O)[nH]c(=O)[nH]c2=O)cc1	-1	6	.	7	-8	4	-0.8
COc1ccc(CC2(CCc3ccncc3)C(=O)NC(=O)NC2=O)c(OC)c1	.	?	-3	.	-6	-14	.
N#CC[N+]1(CCCNP2(=O)C=C(c3ccccc3)OC(c3ccccc3)=C2)CCOCC1	.	.	-4	.	-4	-3	5.2
Cc1ccccc1CN1Cc2cnnn2-c2ccccc2C1C#N (stereo not given)	-4	13	0	-32	-3	6	-0.3
Cc1ccc2c(c1)C1CN(C)CCC1N2S(=O)(=O)c1ccccc1 (stereo not given)	2	-1	3	-6	-5	-2	.
COc1ccc(-c2cc(=Nc3cccc(C(=O)O)c3)c3cc(C)ccc3o2)cc1	.	-5	-28	.	2	0	0.1
Nc1ccc(Cl)cc1C(=O)c1ccccc1	.	11	-7	.	-9	2	.
CN1CCC(c2c[nH]c3ccc(O)cc23)CC1	-1	-9	-2	2	2	-3	0.5

Among those listed so far, these have a cyano group:
SMILES	PglD DTNB	DENV2 CPE	SIRT5 block	C2C12 statin	S100A4 MyoIIA	ERp5 inh	E-sel inducer
N#CC[N+]1(CCCNP2(=O)C=C(c3ccccc3)OC(c3ccccc3)=C2)CCOCC1	.	.	-4	.	-4	-3	5.2
Cc1ccccc1CN1Cc2cnnn2-c2ccccc2C1C#N (stereo not given)	-4	13	0	-32	-3	6	-0.3

Other results.
SMILES	PglD DTNB	DENV2 CPE	SIRT5 block	C2C12 statin	S100A4 MyoIIA	ERp5 inh	E-sel inducer
C[C@]12CC[C@H](O)C[C@H]1CC[C@@H]1[C@@H]2C[C@@H](O)[C@]2(C)[C@@H](C3=CC(=O)OC3)CC[C@]12O	2	1	-2	6	0	3	-0.5
CC=Cc1ccc2n(c1=O)C[C@@H]1[C@@H](CO)[C@H](C(=O)N(C)C)[C@H]2N1C (mixture of isomers)	-2	2	-5	2	25	-4	0.4
Cc1ccc(Cn2cc(C=O)c(-c3ccc(F)cc3)n2)cc1	2	7	1	17	-4	-1	0.1
O=Cc1cn(Cc2ccc(F)cc2Cl)c2ccccc12	5	.	0	.	-1	-1	.
CCOP(=O)(OCC)C(NC(=O)c1ccc(OC)cc1)C(Cl)(Cl)Cl (stereo not given)	.	-4	2	.	0	-2	-0.2
CC1=C(C)CC2(C(=O)NC(=S)NC2=O)C(C)C1 (stereo not given)	.	?	1	.	11	1	0.0
O=C1C2CCCC1C(N1CCCCC1)CC2 (stereo not given)	1	1	-4	-2	-22	0	.
COC(=O)[C@H]1[C@H](CO)[C@H]2Cn3c(ccc(-c4ccc(F)cc4)c3=O)[C@@H]1N2C(=O)c1ccccc1F	0	-4	-12	2	-9	1	-0.2
COC(=O)C1=C(c2ccc(OC(F)(F)F)cc2)C[C@@H]2CC[C@H]1N2C(=O)N1CCC(C)CC1	6	-4	4	-24	13	4	-0.1
COC(=O)C1=C(c2c(C)noc2C)C[C@@H]2CC[C@H]1N2C(=O)N1CCC(C)CC1	-4	51*	.	4	-2	0	1.1

Other structures:
SMILES	PglD DTNB	DENV2 CPE	SIRT5 block	C2C12 statin	S100A4 MyoIIA	ERp5 inh	E-sel inducer
Cc1cc(C=C2C(=O)NC(=S)NC2=O)c(C)n1C1CCCC1	0	.	2	6	10	4	.
O=C1OC(c2ccc(Br)cc2)=N/C1=C\N1CC2CC(C1)c1cccc(=O)n1C2 (stereo not given)	-3	-4	-2	0	-10	-38	3.8
Cc1cc(C)c(NC2=NCCS2)cc1C	2	6	0	-7	-5	3	0.9
CCC1(CC)C(=N)N(C)C(=O)NC1=O	7	.	0	.	5	1	.
CC1CN(c2cc([N+](=O)[O-])ccc2Cl)CC(C)N1 (stereo not given)	.	4	-4	.	-3	-1	.
C[C@H](CO)N1C[C@H](C)[C@@H](CN(C)C(=O)Oc2cccc3ccccc23)OCc2cn(nn2)CCCC1=O	-8&-2&3	?	-5&2&-5	2&3&17	1&3&6	-23&7&0	0.0&2.4
COc1ccc(C#Cc2ccc([C@H]3[C@@H](CO)N4CCCCN(C(=O)Cc5ccccc5)C[C@@H]34)cc2)cc1	-6	-4	2	39	13	1	-0.4
CCN1C[C@]2(CO)CC[C@H](OC)[C@@]34C2[C@H](OC)[C@@](O)(C13)[C@@]1(O)C[C@H](OC)[C@H]2C[C@@H]4[C@@H]1[C@H]2OC	-1	3	24*	-4	-1	0	0.1
O=c1[nH]c(=S)n(-c2ccccc2)c(O)c1/C=N/N1CCCCC1c1cccnc1 (stereo not given)	0	2	-5	5	-85	3	0.4
CCC1(CC)C(=O)N(C)C(=O)NC1=NC	.	-2	-4	.	-3	0	.

(continued)
SMILES	PglD DTNB	DENV2 CPE	SIRT5 block	C2C12 statin	S100A4 MyoIIA	ERp5 inh	E-sel inducer
C#CC[N+]1(C)[C@@H]2CC(OC(=O)C(CO)c3ccccc3)C[C@H]1C(O)C2 (stereo not given in full)	-9	1	-3	12	-1	2	.
O=[N+]([O-])c1cccc2c([N+](=O)[O-])cccc12	4	3	.	0	1	3	.
CCN(CC)c1ccc(N=Cc2c(O)n(CCC3=CCCCC3)c(=O)[nH]c2=O)cc1	-5	.	-3	-20	0	-10	.
Cc1cc(NC(=O)CCl)on1	.	-4	-1	.	-2	7	0.6
C=CC(C)C(C(=O)c1ccccc1)N(C)C (stereo not given)	.	-6	-3	.	-5	0	3.3
COC(=O)C1C2c3ccccc3C(c3ccccc32)C1C(=O)OC (stereo not given)	-2	3	3	-16	-3	0	2.4
C[N+]12CCC(CC1)C(=C(c1ccccc1)c1ccccc1)C2	.	-1	-4	.	0	-3	-3.2
Cc1sc2nc(COC(=O)Cc3ccccc3)[nH]c(=O)c2c1C	-4	.	.	4	.	.	-1.1
CN(C)c1cc[n+](CC(O)C[n+]2ccc(N(C)C)cc2)cc1	5	25*	.	6	0	-5	.
COc1ccc(C(=O)OC2CC3CCC(C2)[N+]3(C)[O-])cc1OC (stereo not given)	.	?	-8	-7	10	4	0.9

The results go on:
SMILES	PglD DTNB	DENV2 CPE	SIRT5 block	C2C12 statin	S100A4 MyoIIA	ERp5 inh	E-sel inducer
COc1ccc(C#Cc2ccc([C@@H]3[C@H]4CN(C(=O)Cc5ccccc5)CCCCN4[C@H]3CO)cc2)cc1	-6	-23	-1	-2	13	8	-0.7
O=[N+]([O-])c1ccc(NCc2ccccc2)c2nonc12	.	?	-1	.	3	-1	.
CC1COC2N=C(N[N+](=O)[O-])NC2O1 (stereo not given)	.	-1	0	6	-1	-1	0.0
CNC(=O)C[C@H]1CC[C@@H]2NC[C@H](O)COC[C@H]2O1	.	-16	-6	.	0	3	9.1
CC(NS(=O)(=O)OCC(Cl)(Cl)Cl)c1ccccc1 (stereo not given)	1	13	-3	-1	3	2	0.1
C=CCc1ccc(OC)cc1	0	9	1	-1	-4	-2	.
COC(=O)C1=C(c2c(C)noc2C)C[C@@H]2CC[C@H]1N2C(=O)N1CCOCC1	-2	8	-3	-9	1	3	-0.4
CCC(C)C(NC(=O)CCCNC(=O)CCC(=O)OC1O[C@H]2OC3(C)CC[C@H]4[C@H](C)CCC(C1C)C24OO3)C(=O)O (stereo not given in full)	-8	1	-3	-1	2	1	.
C#C[C@]1(O)CC[C@H]2[C@@H]3CCC4=Cc5nc6nc7ccccc7n6cc5C[C@]4(C)[C@H]3CC[C@@]21C	-1	1	-5	-13	3	-3	0.0
COC(=O)C1C(O)C(C)C(O)C(C)/C=C\C=C(/C)C(=O)Nc2c(C)c(OC(C)=O)c3c(c2O)C(=O)C(C)=C2OCOC(=C23)/C(C)=C/C(C)(O)C(O)C(C)C1O (stereo not given)	1	0	6	2	-7	5	0.0

(list continues)
SMILES	PglD DTNB	DENV2 CPE	SIRT5 block	C2C12 statin	S100A4 MyoIIA	ERp5 inh	E-sel inducer
C/C(=N\NC(=S)Nc1ccccc1)c1c(O)n(C)c(=O)n(C)c1=O	.	-4	0	-5	6	1	-0.1
O=C(Cc1ccccc1)N1CCCCN2[C@H](C1)[C@H](c1ccc(C#Cc3ccccc3)cc1)[C@@H]2CO	8	-15	-2	.	1	-2	-0.9
Cc1ccc(S(=O)(=O)N2CC2(C)CCl)cc1 (stereo not given)	.	0	-5	.	1	2	14
O=C(O)C(Br)Br	.	70*	.	.	-1	0	.
O=[N+]([O-])c1cccc(CN2CC=C(c3ccc(F)cc3)CC2)c1	-2	-13	-1	-1	-1	1	-0.2
O=c1cccc2n1CC1CC2CN(CC(O)CN2CC3CC(C2)c2cccc(=O)n2C3)C1 (stereo not given)	4	?	-3	-2	3	0	-0.1
CN1C(=O)/C(=C/c2ccc(Cl)s2)C(=O)NC1=S	2	4	-1	1	-84	-9	.
C[C@]12CC[C@@H]3c4ccc(O)c(O)c4CC[C@H]3[C@@H]1CC[C@@H]2O	-2	-8	1	0	-1	0	0.0
CC(C)=CCN1CC[C@@]2(C)c3cc(O)ccc3CC1C2C (stereo not given in full)	4	14	.	-13	-5	-3	.
Cc1ccc(-n2c(=S)[nH]c3ccccc3c2=O)cc1C	0	-6	0	-4	0	0	.

Compounds above that contain a Cl atom, in the order listed:
SMILES	PglD DTNB	DENV2 CPE	SIRT5 block	C2C12 statin	S100A4 MyoIIA	ERp5 inh	E-sel inducer
Nc1ccc(Cl)cc1C(=O)c1ccccc1	.	11	-7	.	-9	2	.
O=Cc1cn(Cc2ccc(F)cc2Cl)c2ccccc12	5	.	0	.	-1	-1	.
CCOP(=O)(OCC)C(NC(=O)c1ccc(OC)cc1)C(Cl)(Cl)Cl (stereo not given)	.	-4	2	.	0	-2	-0.2
CC1CN(c2cc([N+](=O)[O-])ccc2Cl)CC(C)N1 (stereo not given)	.	4	-4	.	-3	-1	.
Cc1cc(NC(=O)CCl)on1	.	-4	-1	.	-2	7	0.6
CC(NS(=O)(=O)OCC(Cl)(Cl)Cl)c1ccccc1 (stereo not given)	1	13	-3	-1	3	2	0.1
Cc1ccc(S(=O)(=O)N2CC2(C)CCl)cc1 (stereo not given)	.	0	-5	.	1	2	14
CN1C(=O)/C(=C/c2ccc(Cl)s2)C(=O)NC1=S	2	4	-1	1	-84	-9	.

Source: PubChem (Broad Institute)
